Screening data as filed in PubChem BioAssay.
ADAM10 inh = ADAM10 inhibition, QFRET primary screen; recombinant ADAM10, EDANS/DABCYL FRET peptide cleavage, 3 h; hit rate 0.62% among 370,000; AID 720582; inhibition, % at 7 µM;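 active = inhibition above a per-campaign cutoff equal to the mean of compounds falling between control-based bounds plus 3 SD, cut at about 20% in these data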;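 also: 0% = DMSO wells while the 100% control is not disclosed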
sPLA2-III inh = Blocks human group III sPLA2 activity; inhibition, % at 12.2 µM; QFRET BODIPY PC-A2 liposome hydrolysis, fluorescence; hit rate 0.56% among 370,000;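 active = inhibition above mean plus 3 SD of compounds lying within the high and low control bounds, cut at about 19% in these data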;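 also: 0% = median of test compound wells and 100% = no enzyme DMSO wells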
Target sequence (Q9NZ20 whole entry, looked up): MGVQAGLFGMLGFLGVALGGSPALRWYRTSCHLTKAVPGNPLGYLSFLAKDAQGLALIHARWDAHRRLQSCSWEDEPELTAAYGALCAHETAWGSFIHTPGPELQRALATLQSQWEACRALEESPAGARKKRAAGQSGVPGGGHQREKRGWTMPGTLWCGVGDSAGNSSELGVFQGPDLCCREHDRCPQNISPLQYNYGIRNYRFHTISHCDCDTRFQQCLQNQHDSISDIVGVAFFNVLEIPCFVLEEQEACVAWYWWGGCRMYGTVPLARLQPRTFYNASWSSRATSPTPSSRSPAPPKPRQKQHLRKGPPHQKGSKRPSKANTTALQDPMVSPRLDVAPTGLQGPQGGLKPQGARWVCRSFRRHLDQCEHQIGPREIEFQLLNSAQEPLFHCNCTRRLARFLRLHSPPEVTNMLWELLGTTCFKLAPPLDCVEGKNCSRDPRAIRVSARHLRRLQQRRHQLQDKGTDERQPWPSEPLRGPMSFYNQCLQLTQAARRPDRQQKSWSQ
NPR2 activator = GC-B (human) receptor activation. P20594. HEK293-GC-B cells, CNP EC30, cGMP TR-FRET; 0% at EC30 CNP, 100% saturating CNP. activation, % at 10 µM. hit rate 0.11% among 370,000. AID 1920062;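 active = activation at 10 µM reaching about 35% in either raw or pattern-adjusted values, limit read from the data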
rCAG binder = binds r(CAG) RNA repeats. r(CAG) RNA repeat, TO-PRO-1 dye displacement fluorescence. inhibition, % at 3 µM. AID 651821. hit rate 1.3% among 370,000;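 active = inhibition above the plate cutoff, the mean of all test compounds on that plate plus 3 SD, cut at about 35% in these data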;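 also: 0% = DMSO alone and 100% = 100 µM mitoxantrone as full dye displacement; higher means more dye released from RNA so lower well fluorescence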
proKLK7 act = proKLK7 (human) activation, primary screen; purified proKLK7, EDANS-DABCYL substrate fluorescence; 100% is mature enzyme control, 0% vehicle; activation, % at 7 µM; hit rate 0.9% among 370,000; AID 652039;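 active = activation above the mean of all tested compounds plus 3 SD, computed per campaign excluding outliers beyond control limits, cut at about 13% in these data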
ARFGAP1 inh = inhibits rat ARF GTPase activating protein 1; AID 651572; Q62848; hit rate 0.26% among 360,000; inhibition, % at 16.5 µM; Arfgap1-stimulated ARF1 GTP hydrolysis, GDP FP detection;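 active = inhibition above a per-plate limit, mean inhibition of low control wells plus 3 SD, cut at about 25% in these data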;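 also: 0% = DMSO wells with enzyme and 100% = wells lacking Arfgap1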
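Assay system: Rat Arfgap1 GAP domain (His6, aa 1-136), purified enzyme | Buffer or medium: HEPES 25 mM pH 7.5, NaCl 150 mM, MgCl2, DTT | Schedule: GTP hydrolysis reaction 2 h at 25 °C | Signal: FP of antibody-bound GDP Alexa 633 tracer, ex 620/em 688 nm | Measure: Percent inhibition of Arfgap1-stimulated GTP hydrolysis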
GAA850 FXN act = frataxin GAA850 promoter activation; activation, % at 6 µM; HEK293 lucGAA850 FXN promoter luciferase reporter, 24 h; percent of 10 µM SAHA response; hit rate 0.56% among 360,000;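 active = activation above the average of all compounds screened plus 3 SD, cutoff fixed separately per campaign, cut at about 7.5% in these data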;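 also: 0% = DMSO wells and 100% = 10 µM SAHA wells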
Tn6 DDE FP = DD(E)-Tn6 binding inhibition, primary FP screen; Fibrin DD(E) TRITC-Tn6 fluorescence polarization displacement; inhibition, % at 8.3 µM; hit rate 0.21% among 370,000;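 active = inhibition above a per-campaign cutoff: mean of compounds within control limits plus 3 SD, cut at about 15% in these data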;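 also: 0% = median of all compound wells on the plate and 100% = blocking peptide control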
Target sequence (P02675 whole entry, looked up): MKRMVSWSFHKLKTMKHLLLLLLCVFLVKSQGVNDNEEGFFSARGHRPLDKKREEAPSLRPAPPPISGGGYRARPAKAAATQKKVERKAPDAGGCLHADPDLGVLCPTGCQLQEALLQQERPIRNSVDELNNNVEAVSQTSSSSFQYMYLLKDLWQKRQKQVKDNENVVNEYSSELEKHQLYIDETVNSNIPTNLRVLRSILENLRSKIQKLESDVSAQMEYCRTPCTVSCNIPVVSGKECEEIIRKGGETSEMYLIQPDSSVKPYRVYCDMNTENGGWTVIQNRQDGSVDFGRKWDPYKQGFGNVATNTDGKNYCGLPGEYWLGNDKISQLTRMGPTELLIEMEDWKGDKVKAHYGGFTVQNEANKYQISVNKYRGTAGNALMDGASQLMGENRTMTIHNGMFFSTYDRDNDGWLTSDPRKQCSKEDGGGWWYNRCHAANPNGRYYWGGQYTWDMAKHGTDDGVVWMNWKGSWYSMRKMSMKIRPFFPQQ
ASAP1 GAP inh = blocks human ASAP1-stimulated Arf1 GTP hydrolysis | GDP FP detection | hit rate 0.19% among 360,000 | Q9ULH1 | inhibition, % at 16.5 µM; in the data active = inhibition above about 25%;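 also: 0% = vehicle with enzyme and substrate and 100% = no enzyme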
NPR1 activator = GC-A (human) enzyme activation. AID 1671463. HEK293 GC-A cells, cGMP TR-FRET, EC30 ANP; 0% at EC30 ANP, 100% saturating ANP. activation, % at 10 µM. hit rate 0.14% among 370,000. P16066; in the data active = activation above about 40%
Starred values were filed as active, the others as inactive; . = no result given.

SMILES	ADAM10 inh	sPLA2-III inh	NPR2 activator	rCAG binder	proKLK7 act	ARFGAP1 inh	GAA850 FXN act	Tn6 DDE FP	ASAP1 GAP inh	NPR1 activator
COc1cc(-c2n[nH]c(=S)n2-c2ccc(C)cc2)cc(OC)c1OC	-9	16	-13	4	-1.0	5	-1.7	5	8	-18
CCOc1ccc(NC(=O)CNC(=O)COc2ccccc2)cc1	-5	10	-1	-6	0.1	1	1.3	0	8	-1
CCOC(=O)N1CCN(C(=O)C2CCC(=O)N(Cc3cccc(C(F)(F)F)c3)C2)CC1 (stereo not drawn)	-1	2	2	-12	0.1	-2	0.6	-1	5	2
Cc1ccc(OCC(=O)OCc2nc3scc(-c4ccccc4)c3c(=O)[nH]2)cc1C	0	-12	-4	6	0.1	-4	0.5	2	9	-5
COc1ccc(C(=O)N2CCC(C(=O)Nc3ccc4c(c3)OCCO4)CC2)cc1	10	6	-5	-1	-0.6	6	-8.1	13	9	-10
O=C(CCNS(=O)(=O)c1ccc2c(c1)CCC(=O)N2)NCc1cccnc1	11	7	3	4	0.0	-8	1.6	7	6	3
CSc1cccc(NC(N)=O)c1	1	-1	-2	0	-0.9	-5	1.5	-7	-10	1
CC(C)n1c(/N=C/c2c[nH]c3ccccc23)nc2ccccc21	8	3	0	0	-0.1	5	-1.0	-2	-4	-2
CCCNC(=O)Cn1nc(C(F)(F)F)cc1C	2	-3	1	2	0.0	-5	1.4	6	-9	1
CCOC(=O)Cn1cc(CN2C(C(=O)OC)CN(C3CC3)CCS2(=O)=O)nn1 (stereo not drawn)	0	11	1	1	-0.8	.	.	4	.	1
CCc1cc(C(=O)O)c(NC(=O)c2cc(OC)c(OC)c(OC)c2)s1	0	-9	-2	38*	1.5	-2	1.9	4	-15	1
COc1ccccc1NS(=O)(=O)c1cc(C(=O)N2CCN(C/C=C/c3ccccc3)CC2)ccc1C	6	-36	1	0	0.6	-3	-1.6	3	-4	-3
Cc1ccc(-c2c(NC(=O)Nc3ccc(F)cc3)nc3ncccn23)cc1	-55	-1	5	2	2.0	.	.	-13	.	3
COc1cccc(CCNC(=O)CCc2nc(-c3ccccc3F)no2)c1	-8	2	-5	2	0.2	.	.	9	.	-1
COc1ccccc1C(=O)NNC(=O)C1CC=CCC1 (stereo not drawn)	4	6	-2	3	0.2	2	0.5	4	0	4
O=C(Nc1nc2c(s1)CCCC2)c1nn(Cc2ccccc2)c(=O)c2ccccc12	-3	3	0	5	-0.2	-5	0.5	1	-9	8
CCC1CCCCN1C(=O)CSc1nc(N)cc(=O)[nH]1 (stereo not drawn)	0	0	-1	-1	-0.4	2	-0.1	2	-1	3
Nn1c(-c2cccc([N+](=O)[O-])c2)nc2ccccc2c1=O	-1	1	-4	2	0.0	0	1.7	2	-3	-3
CC(=O)C1=C(C)NC(SCC(N)=O)=C(C#N)C1c1ccco1 (stereo not drawn)	-16	-1	1	-1	1.4	9	1.2	5	5	2
CNC(=O)/C(C#N)=c1\s/c(=C/C(=O)OC)c(=O)n1-c1ccccc1	-4	-5	-8	5	-2.1	1	0.3	-1	-10	-5
Cc1ccc(S(=O)(=O)Nc2ccc(NC(=O)c3cccnc3)cc2)cc1	3	-10	1	0	0.1	-9	-0.2	1	11	-3
O=C(NCCN1CCC(n2c(=O)[nH]c3ccccc32)CC1)c1cccc(Cl)c1	-11	2	-4	-2	0.1	4	.	-1	9	-3
NC(=O)c1nc2c([nH]c1=O)CCCC2	-37	3	3	1	0.9	-1	0.8	-5	-2	1
COc1cc(CNc2cccc(C(=O)O)c2)cc(Br)c1OCC(=O)NC(C)(C)C	-92	-16	-7	32	0.8	3	4.1	0	6	1
COc1ccccc1OCCNC(=O)C1CC(=O)N(c2ccccc2OC)C1 (stereo not drawn)	-8	3	7	3	-0.4	6	-0.5	2	3	-1
COc1cc(OC)c(NS(=O)(=O)c2cc(C(=O)OC(C)C(=O)NC3CC3)c(Cl)cc2Cl)cc1Cl (stereo not drawn)	4	-5	1	20	0.3	-15	-0.1	1	4	-4
NC(c1csc(NC(=O)Nc2cccc(Cl)c2)n1)c1ccccc1Cl (stereo not drawn)	-1	14	-2	41*	-0.1	-3	0.3	-15	2	-4
O=C(/C=C/c1ccccc1)CC(=O)c1ccccc1O	-78	-10	-2	5	1.7	-13	8.9*	3	9	-2
O=C(NC1CCCCCC1)c1ccc(S(=O)(=O)NCc2ccco2)cc1	2	-3	1	-1	-0.1	4	2.8	-2	-8	-1
CCC(=O)N(CCc1ccccc1C)Cc1cc2ccc(C)cc2[nH]c1=O	-7	-2	1	-4	-0.1	-4	-1.4	8	-3	2
COc1ccc(NC(=O)CSc2nncn2N)c(OC)c1	-6	-1	-3	1	-0.2	-5	-0.7	4	1	1
c1ccc(N2CCN(c3nccn4ccnc34)CC2)nc1	-10	3	-2	0	0.9	-9	3.1	1	-3	2
CCC(C)/C(C)=N/Nc1ccc(S(N)(=O)=O)cc1[N+](=O)[O-] (stereo not drawn)	4	-1	-6	3	0.0	-5	1.6	9	1	-1
CCN=C1SC(C(=O)NCCc2ccccc2)CC(=O)N1CC (stereo not drawn)	-2	-7	5	-1	0.2	3	1.9	5	-7	4
COc1cc(OC)cc(C(=O)Nc2nnc(-c3cccnc3)o2)c1	7	5	0	1	-0.2	19	0.4	7	-6	1
COc1cc(/C=C2\SC(=O)N(CC(=O)Nc3cccc(C)c3)C2=O)ccc1OC(C)C(=O)O (stereo not drawn)	-13	-6	5	54*	0.5	0	-1.2	-11	-2	0
Cc1nc2scc(-c3ccccc3)c2c(=O)n1N=C1C=CC(=O)C=C1	3	-44	-14	3	0.2	-7	.	-4	4	-30
CCOc1ccc(C(=O)NCC(=O)NCCSc2ccc(Br)cc2)cc1OCC	0	-20	-3	4	0.0	-1	2.2	-7	-1	0
CCSC1=NCCN1S(=O)(=O)c1ccc(NC(C)=O)cc1	4	6	3	2	-1.1	1	1.6	-7	5	-3
COc1cc(NC(=O)CN2C(=O)NC(C)(CC(C)C)C2=O)cc(OC)c1 (stereo not drawn)	5	-6	0	-1	0.0	-3	-0.7	8	7	-1
CC(Oc1ccccc1F)C(=O)NCCN1CCCCC1 (stereo not drawn)	-1	-2	10	1	-0.6	-4	-0.2	-1	7	0
O=C1[C@@H]2C(c3cccnc3)=NO[C@@H]2C(=O)N1c1ccc2ccccc2c1	-36	-1	-3	16	-0.1	-6	1.0	3	-9	7
CCN1CCN(C(=O)CCc2nnc3ccc(N4CCN(c5cccc(OC)c5)CC4)nn23)CC1	-6	4	0	-9	0.3	3	4.3	-1	1	3
CCC(C)c1ccccc1N1CC(C(=O)Nc2cc(S(=O)(=O)N3CCOCC3)ccc2OC)CC1=O (stereo not drawn)	-1	-8	0	2	-0.5	5	2.5	-4	-5	-2
CC(=O)c1ccc(NC(=O)CSc2nnc(Cn3c(=O)sc4ccccc43)n2C)cc1	-11	12	2	3	0.4	0	0.6	1	-19	3
CN1C(=O)Cn2c1nc1ccccc12	1	4	9	1	0.4	4	0.2	1	-4	4
CCn1cc(C(=O)O)c(=O)c2ccc(C)nc21	-3	7	0	-1	-0.1	3	1.0	1	4	4
Cc1n[nH]c(C)c1CCCCOc1ccccc1[N+](=O)[O-]	6	-3	-4	-2	0.7	2	0.2	-12	2	-3
COc1ccc(NC(=O)CSc2nnc(NC(=O)CN3CCOCC3)s2)cc1	2	1	1	-2	0.2	-6	-2.4	5	-9	3
C=CCNC(=O)c1ccccc1Cl	4	4	-1	0	-0.2	1	3.3	2	-1	7
Other entries
SMILES	ADAM10 inh	sPLA2-III inh	NPR2 activator	rCAG binder	proKLK7 act	ARFGAP1 inh	GAA850 FXN act	Tn6 DDE FP	ASAP1 GAP inh	NPR1 activator
O=C(NCCCO)C(=O)Nc1cc2c3c(c1)CCN3C(=O)CC2	-12	9	1	3	-1.0	13	0.1	-3	4	1
O=C1Nc2ccc(S(=O)(=O)N3CCCC3)c3ccc(S(=O)(=O)N4CCCC4)c1c23	-4	8	15	1	1.3	3	0.5	-9	2	15
COc1ccccc1C(=O)Nc1ccc(C)c(S(=O)(=O)N2CCCCC2)c1	-9	-3	-3	-1	0.2	13	-0.8	-8	2	-2
COc1ccc([C@H]2CC(=O)C=C(c3cc4ccccc4c4ccccc34)C2)cc1	0	4	0	5	0.0	15	1.6	3	-6	2
COC(=O)c1cccc(Cn2ccc3ccc(-c4ccc5ccn(C(=O)C6CCC6)c5c4)cc32)c1	-68	-5	-2	13	-13	.	.	9	.	1
CCC(C)(C)NC(=O)c1ccc(S(=O)(=O)N(C)c2ccccc2OC)cc1	-7	6	3	0	-0.4	14	0.2	-1	1	-4
CC(=O)N1CCC(N(CCN2CCOCC2)C(=S)Nc2c(C)cccc2C)CC1	-3	12	6	-1	-0.3	2	1.6	-6	1	-1
O=C(Nc1ccc(C(=O)N2CCCC2)cc1)C1CCC1	-4	-6	1	1	0.3	7	-0.2	-7	-3	-1
COc1ccc(-c2cc(C(F)(F)F)nc(SCCC(=O)NCc3ccco3)n2)cc1	-21	0	-1	5	-0.5	5	.	-5	6	8
COc1ccc(C(=O)NNC(=O)CCC(=O)NNC(=O)c2ccc(OC)cc2)cc1	1	1	6	1	-0.1	6	-1.7	-5	-11	-3
CCCCNC(=O)c1ccc(NC(C)=O)c(Cl)c1	-5	-2	-1	-4	-0.1	-9	0.0	2	-10	4
CCOC(=O)C(=Cc1ccc(-c2ccsc2C(=O)OC)o1)C(=O)OCC	-6	1	14	1	0.0	5	1.1	6	7	5
COC(=O)C1(CC2CC(c3ccc(Cl)cc3)=NO2)CCN(C(=O)OC(C)(C)C)CC1 (stereo not drawn)	4	3	1	-5	0.1	4	-0.1	2	5	0
Cn1c(SCC(=O)NC(=O)NCc2ccccc2)nnc1C(F)(F)F	-15	3	-2	0	-0.3	1	-1.0	-6	5	2
COc1cccc(C(=O)N2CCC(O)(c3cccnc3)CC2)c1	-1	5	1	0	0.6	-7	3.1	2	2	-1
Cc1cc(N2CCCC2)ccc1NC(=O)CN1C(=O)NC(C)(c2ccccc2)C1=O (stereo not drawn)	-1	1	-6	-2	-0.2	9	-1.9	3	-9	0
CCCCOn1c(C)c(C(=O)OCC)c2c3nonc3ccc21	-55	-16	-4	4	-0.9	-6	-0.1	2	-14	16
O=C(/C=C/c1ccc(Cl)cc1Cl)NCCSCc1ccccc1	13	-2	-3	-1	-0.8	17	2.1	0	-4	0

Part of the list above, reduced to ARFGAP1 inh, NPR1 activator and GAA850 FXN act:
SMILES | ARFGAP1 inh | NPR1 activator | GAA850 FXN act
CCOC(=O)Cn1cc(CN2C(C(=O)OC)CN(C3CC3)CCS2(=O)=O)nn1 (stereo not drawn) | . | 1 | .
CCc1cc(C(=O)O)c(NC(=O)c2cc(OC)c(OC)c(OC)c2)s1 | -2 | 1 | 1.9

4 entries out of the list above, arranged by the number in NPR2 activator, lowest first.
smiles	NPR2 activator
O=C(/C=C/c1ccc(Cl)cc1Cl)NCCSCc1ccccc1	-3
Cn1c(SCC(=O)NC(=O)NCc2ccccc2)nnc1C(F)(F)F	-2
CCCCNC(=O)c1ccc(NC(C)=O)c(Cl)c1	-1
COC(=O)C1(CC2CC(c3ccc(Cl)cc3)=NO2)CCN(C(=O)OC(C)(C)C)CC1 (stereo not drawn)	1

No enrichment for hits; overall some 4.5% were active at least once.
